MT1-MMP act inh: blocks activation of human MT1-MMP | HT1080 RFP-PRO-GFP cells, GFP/RFP ratio fluorescence, overnight; percent of plate control window, DMSO zero | GFP/RFP ratio change, % at 20 µM | 0.061% of 360,000 active | AID 651647;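 active means GFP/RFP ratio change of at least 30% with cell ATP level not reduced by more than half and red fluorescence within 50% of control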; further: strong numbers were not always called active
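Assay system – RFP-PRO-GFP reporter HT1080 cells · Compound dosing – single dose of 20 µM compound, 1% DMSO final · Incubation – overnight compound exposure at 37 °C · Measure – GFP/RFP fluorescence ratio · Benchmarks – DMSO wells and RFP-L50D-GFP cells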
STEP block: inhibitors of human striatal-enriched phosphatase STEP | P54829 | recombinant STEP, OMFP fluorogenic substrate, fluorescence | inhibition, % at 20 µM | 0.25% of 360,000 active;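 active means inhibition at 20 µM, scaled per plate between control wells, above about 37%, limit read from the data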;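 further: 0% = DMSO with enzyme and substrate and 100% = substrate only without enzyme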
Target sequence (P54829 whole entry, looked up): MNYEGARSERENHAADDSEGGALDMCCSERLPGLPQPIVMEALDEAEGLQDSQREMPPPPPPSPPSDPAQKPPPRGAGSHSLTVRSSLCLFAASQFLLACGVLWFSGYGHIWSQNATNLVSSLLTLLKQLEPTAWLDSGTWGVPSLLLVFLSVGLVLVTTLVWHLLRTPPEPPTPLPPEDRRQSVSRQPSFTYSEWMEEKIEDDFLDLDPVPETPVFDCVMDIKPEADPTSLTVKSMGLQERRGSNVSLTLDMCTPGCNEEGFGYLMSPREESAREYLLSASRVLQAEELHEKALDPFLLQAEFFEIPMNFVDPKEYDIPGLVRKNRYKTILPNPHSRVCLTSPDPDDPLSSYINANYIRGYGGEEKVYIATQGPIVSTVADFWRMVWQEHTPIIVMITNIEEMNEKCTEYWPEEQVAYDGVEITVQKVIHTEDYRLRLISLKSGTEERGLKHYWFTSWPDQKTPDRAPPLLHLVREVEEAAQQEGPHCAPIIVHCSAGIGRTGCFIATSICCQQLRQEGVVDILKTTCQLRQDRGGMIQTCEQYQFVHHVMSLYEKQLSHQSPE
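material = STEP tyrosine phosphatase | reagent = fluorogenic phosphatase substrate OMFP at 25 µM final | doses = single compound dose of 20 µM, 1% DMSO final | schedule = 20 min reaction, room temperature, in the dark | measured by = fluorescence, 480/540 nm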
DNMT1 block: inhibitors of human DNMT1; P26358; DNMT1 molecular beacon, Hinp1I cleavage, fluorescence; inhibition (reported as % activation of signal), % at 10 µM; 0.83% of 360,000 active; AID 588458; in the data active means inhibition above about 50%
SUMO1-SIM PPI: alters human SUMO1 binding to SIM partners | P63165 | SUMO1 binding to a labelled peptide, TR-FRET, 1 h | inhibition, % at 20 µM | 0.33% of 360,000 active; in the data active means inhibition above about 37%
Scp1 inh: Scp-1 (human) phosphatase inhibition; Q9GZU7; Recombinant Scp1, phosphopeptide, malachite green phosphate absorbance; inhibition, % at 20 µM; 0.88% of 340,000 active; AID 493091;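 active means inhibition above about 50% at 20 µM, limit read from the data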;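 further: plate controls were DMSO wells with enzyme for no effect and wells lacking enzyme for full effect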
Target sequence (Q9GZU7 76-261 limits assumed): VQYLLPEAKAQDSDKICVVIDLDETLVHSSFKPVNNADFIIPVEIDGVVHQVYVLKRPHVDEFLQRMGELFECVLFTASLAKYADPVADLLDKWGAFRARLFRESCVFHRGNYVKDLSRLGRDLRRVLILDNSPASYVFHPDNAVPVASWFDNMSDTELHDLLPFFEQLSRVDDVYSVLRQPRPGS
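Test system – truncated SCP-1 phosphatase (76-261aa) · Reagent – Phosphorylated 17-residue peptide substrate · Incubation – 45 min room-temperature reaction, 5 min colour, 30 min stabiliser · Detection – colorimetric phosphate reagent with accelerator and stabiliser, absorbance at 630 nm · Measure – % inhibition at 20 µM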
CendR NRP1 mod: alters CendR peptide binding to human NRP-1. inhibition, % at 25 µM. FAM-RPARPAR peptide binding to NRP-1, fluorescence polarization. O14786. 0.85% of 360,000 active;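 active means inhibition or corrected inhibition above about 18%, plus a signal ratio from 0.5 to 1.5, limit read from the data, passing the limit was not always enough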; further: strong numbers were not always called active
Rpn11 block: inhibitors of human proteasome Rpn11. O00487. human 26S proteasome, Ub4-pepOG fluorescence polarization; 20S core pre-blocked with epoxomicin. calls only at 20 µM. 0.59% of 360,000 active. AID 588493;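 active means inhibition at 20 µM, scaled to each plate's controls, above about 33%, limit read from the data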
Target sequence (O00487 whole entry, looked up): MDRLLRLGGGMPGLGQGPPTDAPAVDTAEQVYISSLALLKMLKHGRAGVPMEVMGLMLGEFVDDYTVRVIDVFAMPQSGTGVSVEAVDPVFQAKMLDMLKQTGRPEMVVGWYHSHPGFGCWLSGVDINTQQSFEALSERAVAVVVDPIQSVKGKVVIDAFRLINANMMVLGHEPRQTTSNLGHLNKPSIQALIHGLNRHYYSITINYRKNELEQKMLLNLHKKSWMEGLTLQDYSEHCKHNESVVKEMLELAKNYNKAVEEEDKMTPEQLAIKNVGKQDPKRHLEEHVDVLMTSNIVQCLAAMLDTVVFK
SKN-1 block: C. elegans SKN-1 inhibition; C. elegans VP596 Pgst-4::GFP/RFP ratio, acrylamide-induced, 24 h; inhibition, % at 21.8 µM; 0.49% of 360,000 active; AID 624304;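 active means interference check ratio from 0.5 to 1.5 plus GFP to RFP signal ratio inhibition reaching or exceeding a fixed threshold, cut at about 30% in these data, passing the limit was not always enough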; further: some compounds called inactive have numbers as strong as hits
NadD inh: inhibitors of Staphylococcus aureus NadD | purified NadD enzyme, colorimetric absorbance read-out | inhibition, % at 20 µM | 0.78% of 360,000 active; in the data active means inhibition above about 26%; further: some compounds past the cut are filed as inactive
LMPTP inh: LMPTP (human) inhibition | P24666 | recombinant LMPTP-A, OMFP fluorogenic substrate, fluorescence intensity | AID 651560 | inhibition, % at 20 µM | 0.22% of 360,000 active;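 active means compounds that cut the enzyme signal by at least half of the control window in the single-dose screen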;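 further: plate controls were DMSO wells with enzyme plus substrate for no effect and substrate without enzyme for full effect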
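test system = LMPTP-A | amount = 0.625 nM LMPTP-A final | reagent = fluorogenic phosphatase substrate OMFP at 400 µM final | incubation = 50 min at room temperature | benchmarks = no-enzyme low control, uninhibited high control | medium = Bis-Tris pH 6.0, DTT, detergent | signal = fluorescence intensity of OMFP turnover product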
An asterisk follows results filed as active; i = inactive; / = not tested or not shown. Hits appear at their usual frequency. About 3.9% of those tested had a hit in this group.

The opening four compounds, to show the layout:
MT1-MMP act inh,STEP block,DNMT1 block,SUMO1-SIM PPI,Scp1 inh,CendR NRP1 mod,Rpn11 block,SKN-1 block,NadD inh,LMPTP inh,Structure
-0.2,-0.3,5.0,3.1,/,-3.1,i,8.8,5.9,-0.9,CC1(C(=O)NS(=O)(=O)Cc2ccccc2)CCN1C(=O)Cc1ccc(-c2ccccc2)cc1 (configuration not stated)
-5.6,1.6,0.7,-6.2,-2.4,-5.8,i,1.6,-2.0,1.4,CCCc1cc(=O)oc2cc(C)cc(OCC(=O)NCc3ccccn3)c12
-3.4,-1.0,6.0,-3.3,-4.2,20.9*,i,6.4,-3.5,0.5,Cc1ccc(NS(=O)(=O)c2ccc(C(=O)NCc3cccnc3)cc2)cc1
2.5,-0.2,0.7,-3.4,-7.6,1.4,i,-10.1,3.0,-2.4,COc1ccccc1C(=O)NCCC(=O)NC1CCC(C)CC1 (configuration not stated)

Main list, repeating the preview:
MT1-MMP act inh,STEP block,DNMT1 block,SUMO1-SIM PPI,Scp1 inh,CendR NRP1 mod,Rpn11 block,SKN-1 block,NadD inh,LMPTP inh,Structure
-0.2,-0.3,5.0,3.1,/,-3.1,i,8.8,5.9,-0.9,CC1(C(=O)NS(=O)(=O)Cc2ccccc2)CCN1C(=O)Cc1ccc(-c2ccccc2)cc1 (configuration not stated)
-5.6,1.6,0.7,-6.2,-2.4,-5.8,i,1.6,-2.0,1.4,CCCc1cc(=O)oc2cc(C)cc(OCC(=O)NCc3ccccn3)c12
-3.4,-1.0,6.0,-3.3,-4.2,20.9*,i,6.4,-3.5,0.5,Cc1ccc(NS(=O)(=O)c2ccc(C(=O)NCc3cccnc3)cc2)cc1
2.5,-0.2,0.7,-3.4,-7.6,1.4,i,-10.1,3.0,-2.4,COc1ccccc1C(=O)NCCC(=O)NC1CCC(C)CC1 (configuration not stated)
-6.5,-1.7,-3.7,-0.3,-0.8,-9.5,i,1.6,4.8,-1.6,CCOC(=O)c1[nH]c(C)c(C(=O)N2CCN(c3ccccc3OC)CC2)c1C
-2.8,4.0,0.7,2.9,-1.4,-1.1,i,4.2,4.4,0.7,O=C(O)c1cc(NC(=S)NC(=O)C(c2ccccc2)c2ccccc2)ccc1Cl
-2.9,2.0,3.0,5.2,-7.7,7.3,i,2.8,-1.3,1.2,CCN1CCN(C(=O)CSc2nc3c(c(=O)n(C)c(=O)n3C)n2C)CC1
2.9,-2.6,-2.6,0.3,-1.3,6.8,i,1.2,-3.2,1.5,COc1ccc(-c2sc(NC(C)=O)nc2-c2ccccc2)cc1
-13.6,1.8,-5.0,6.9,/,6.3,i,3.0,7.8,2.4,COc1ccccc1COc1cccn2c(N(C)C(=O)CCC3CCCC3)c(C)nc12
0.2,-0.3,35.6,-0.8,-4.4,1.6,i,4.3,28.0,-1.5,Cc1cc(C)c(NC(=O)CSc2nc3ccc(NC(=O)CSc4nnnn4-c4ccccc4)cc3s2)c(C)c1
16.1,1.9,-15.9,-0.1,-11.3,-2.0,i,-2.8,-1.1,1.5,C[C@H](CO)N1C[C@H](C)[C@@H](CN(C)Cc2ccccc2)Oc2ccc(NC(=O)CCCCCC(=O)Nc3ccccc3N)cc2C1=O
6.0,-0.4,1.1,4.9,-9.0,-5.9,i,16.0,-2.4,-1.1,Cc1c(C)n2c(SCC(=O)NC3CCCCC3)nnc2[nH]c1=O
-1.4,-0.7,3.6,0.1,6.3,9.3,i,-2.6,-1.2,-2.1,Cc1ccc(NC(=O)C2CCCN(C(=O)c3ccc(Cl)cc3)C2)c(C)c1 (configuration not stated)
5.2,1.4,-12.2,-3.3,1.6,9.7,i,8.5,5.2,-1.7,CCN1CCN(Cc2ccc(NC(=O)c3cc(NC(=O)c4cnn(-c5ccccc5)c4N)cc(OC)c3)cc2C(F)(F)F)CC1
3.5,1.9,-5.3,8.2,-10.5,-2.1,i,-13.2,-0.8,0.3,CC(=O)Nc1nc(S(=O)(=O)c2ccc(C)cc2)c(Cl)s1
-8.8,2.5,2.3,6.8,39.4,-47.3,i,-2.3,-1.7,-2.9,O=C(O)c1ccc2c(c1)NC(=O)C(N1CCCC1)S2 (configuration not stated)
-1.6,-0.9,-1.7,-13.4,-1.1,-2.9,i,8.5,-2.2,0.3,COc1cccc(CNC(=O)C2CCCN(S(=O)(=O)c3cccc4nonc34)C2)c1 (configuration not stated)
1.3,-0.7,1.1,-1.2,-2.0,-1.0,i,-4.4,2.2,0.9,COCCNS(=O)(=O)c1ccc(C)c(C)c1C
-1.4,-1.9,-2.3,7.3,-5.2,-19.6,i,-6.6,3.7,-0.5,N#Cc1c(-c2ccccc2)nc(SCC(=O)Nc2ccccc2)[nH]c1=O
-2.5,0.6,-1.6,-13.9,-4.1,1.3,i,-18.5,-6.3,0.8,O/N=C/C1=C(Cl)c2ccccc2CC1
0.9,-0.3,4.0,10.1,-2.3,-8.8,i,-4.2,7.2,-1.2,CCOC(=O)C1=C(C)N(CCCCCC(=O)O)C(=O)NC1c1ccccc1OS(=O)(=O)c1ccc(C)cc1 (configuration not stated)
-2.8,-3.2,12.1,-29.8,0.7,1.4,i,-0.2,-10.0,-1.6,COC(=O)N/N=C/c1ccc([N+](=O)[O-])s1
1.9,-2.3,-6.9,2.3,-9.1,1.4,i,4.7,2.5,-2.0,CCOc1ccccc1Oc1cn[nH]c1-c1ccc(OCC(=O)NN)cc1O
-1.2,-4.0,1.3,-0.8,-1.3,-5.0,i,-16.3,-1.4,-1.3,CC(=O)Nc1ccc(NC(=O)C(C)Oc2ccccc2F)cc1 (configuration not stated)
-3.6,0.6,2.0,1.3,-3.4,1.3,i,3.5,-0.7,1.1,Cc1cccc(NS(=O)(=O)c2cccc(C(=O)N3CC(C)OC(C)C3)c2)c1 (configuration not stated)
-2.0,0.2,0.3,-1.3,/,6.1,i,10.1,-5.9,1.7,COc1cc(CNc2nc3ccccc3n2Cc2ccccc2)ccc1O
5.9,1.5,47.8,8.1,17.3,-13.0,i,-14.2,7.4,1.7,CCOc1ccc(NC(=O)Cn2nnc(-c3ccccc3NC(=O)c3cccs3)n2)cc1
5.4,/,/,-0.2,/,-2.9,/,6.4,/,0.3,CCOC(=O)[C@]12CCCC=C1N(CCC1=CCCCC1)C(=O)[C@H](CC(=O)N1CCN(C(=O)C3CC3)CC1)C2
0.3,1.8,3.3,4.7,-11.0,5.6,i,-0.1,-3.7,-0.3,Cc1onc(-c2c(F)cccc2Cl)c1C(=O)NCc1ccc(F)cc1
2.1,1.2,0.1,0.2,-1.1,11.0,i,8.3,1.6,-2.8,COc1ccc(CCN2CC(C(=O)N(C)CCn3nc(C)cc3C)CCC2=O)cc1 (configuration not stated)
-3.0,-0.4,-1.6,-25.7,-7.2,4.3,i,-15.3,-0.5,-2.2,O=[N+]([O-])c1ccc(N2CCCC2)nc1
-1.8,0.5,2.3,-18.3,-2.5,-11.6,i,-7.2,1.4,1.5,CCCCNC(=O)C1CCCN1S(=O)(=O)c1cccc2nsnc12 (configuration not stated)
2.9,-5.2,0.7,-3.2,-20.1,-2.3,i,-6.3,-3.1,-0.3,COCc1cc(C)nc(N2CCNCC2)c1C#N
-16.2,3.3,3.2,8.7,9.2,-9.4,i,-2.2,1.5,1.7,Fc1ccc(-n2cc(-c3ccccc3)c3c(N4CCOCC4)ncnc32)cc1
0.6,-0.5,1.1,1.7,-19.2,-5.7,i,-0.6,-4.0,-0.2,CC(C)(C)c1cc(C(=O)NNS(=O)(=O)c2ccccc2)n[nH]1
0.6,3.4,-4.1,-1.5,-8.3,-17.9,i,3.3,-2.9,-3.6,Cc1ccc(NC(=O)CNC(=O)Cc2cccc3ccccc23)nc1
1.4,3.4,-16.8,-69.3,-39.9,3.1,i,-6.7,5.9,-10.7,CSCCC(NC(=O)c1ccco1)C(=O)N1CCC(C(N)=O)CC1 (configuration not stated)
-7.1,-3.3,7.8,4.2,/,4.0,i,17.0,0.1,-2.2,O=C(NCc1cccnc1)c1csc([C@@H]2O[C@H](CO)[C@H](O)[C@H](O)[C@H]2O)n1
-8.9,0.5,-0.6,1.2,-6.0,0.4,i,-12.8,1.2,-5.1,O=C(NCCc1ccncc1)Nc1ccc(Cl)cc1
1.0,-1.4,1.1,-3.2,10.3,0.0,i,1.9,0.4,1.9,COc1ccc(C(=O)C2CCCN(Cc3nc4ccccc4nc3C)C2)cc1OC (configuration not stated)
5.6,0.5,-4.3,0.7,-1.8,0.2,i,10.8,1.3,-2.1,CC(=O)c1cccc(NC(=O)c2cccc(NC(=O)c3ccco3)c2)c1
6.3,-0.6,4.3,-1.8,-1.7,-4.5,i,0.4,-4.8,-0.6,CCc1nc(CN2CCN(Cc3ccc(F)c(F)c3)C(CCO)C2)c(C)[nH]1 (configuration not stated)
-3.1,-0.2,2.8,-0.6,7.5,-3.8,i,29.8,0.3,-0.8,CC(=O)N[C@@H](Cc1c[nH]c2ccccc12)C(=O)OCC(=O)Nc1ccc2c(c1)OCO2
0.4,-2.1,1.7,2.7,-10.2,4.9,i,-2.4,0.0,-0.5,CCN(C(=O)COC(=O)c1cc2c(s1)CCCCC2)C1CCS(=O)(=O)C1 (configuration not stated)
-1.7,0.2,3.5,5.5,-10.9,6.0,i,6.5,1.9,-1.3,Cc1nc(=O)c(-c2ccccc2)c(C)n1-c1ccccc1Cl
9.7,-1.6,2.7,-0.1,/,-16.1,i,-3.7,-4.3,-0.3,O=C(COC(=O)c1ccc2c(c1)OCCO2)Nc1ccccc1C(F)(F)F
5.2,1.5,-12.5,-1.8,-6.3,7.1,i,-2.6,-3.8,3.9,Cc1ccc(S(=O)(=O)N2CCCCC2)cc1NC(=O)COC(=O)Cc1cccc2ccccc12
-10.4,0.5,-2.5,-1.8,-2.4,2.7,i,17.6,1.0,0.5,COc1cccc(CN2CC(C(=O)NCc3ccc(C)o3)CCC2=O)c1 (configuration not stated)
13.3,0.0,-8.9,-5.5,-2.7,13.3,i,-1.3,18.7,4.8,COc1cc(NC(=O)c2ccc(-c3cccc(F)c3)o2)ccc1NC(=O)c1ccccc1Cl
-2.9,-3.0,9.8,-0.7,-6.7,7.0,i,18.0,10.3,-0.3,Cn1cccc1C(=O)C(=O)Nc1cc(Cl)cc(Cl)c1
8.1,3.6,1.8,-17.1,-6.8,-4.4,i,-2.7,-0.3,-0.5,CCc1ccc(N2C(=O)C(Cl)=C(N3CCOCC3)C2=O)cc1
2.2,-3.7,5.0,3.2,/,3.1,i,2.9,-5.8,-0.8,O=C(Nc1cccc(C(F)(F)F)c1)c1csc([C@@H]2O[C@H](CO)[C@@H](O)[C@H]2O)n1

Screens deposited in PubChem by Sanford-Burnham Center for Chemical Genomics.
